Assay outcomes: PubChem BioAssay, National Center for Advancing Translational Sciences (NCATS)
POLK inh = DNA polymerase kappa (human) inhibition | purified Pol kappa, fluorescent DNA synthesis assay, 10 min | Potency, µM (highest dose often 107 µM), without a hit: at the top dose activity, negative = inhibition, actives largely listed as inhibitors | AID 588579 | actives 0.53% (n = 400,000) | Q9UBT6; note: % is set by controls: 0 for no effect and ±100 for the full control effect
Target sequence (Q9UBT6 whole entry, looked up): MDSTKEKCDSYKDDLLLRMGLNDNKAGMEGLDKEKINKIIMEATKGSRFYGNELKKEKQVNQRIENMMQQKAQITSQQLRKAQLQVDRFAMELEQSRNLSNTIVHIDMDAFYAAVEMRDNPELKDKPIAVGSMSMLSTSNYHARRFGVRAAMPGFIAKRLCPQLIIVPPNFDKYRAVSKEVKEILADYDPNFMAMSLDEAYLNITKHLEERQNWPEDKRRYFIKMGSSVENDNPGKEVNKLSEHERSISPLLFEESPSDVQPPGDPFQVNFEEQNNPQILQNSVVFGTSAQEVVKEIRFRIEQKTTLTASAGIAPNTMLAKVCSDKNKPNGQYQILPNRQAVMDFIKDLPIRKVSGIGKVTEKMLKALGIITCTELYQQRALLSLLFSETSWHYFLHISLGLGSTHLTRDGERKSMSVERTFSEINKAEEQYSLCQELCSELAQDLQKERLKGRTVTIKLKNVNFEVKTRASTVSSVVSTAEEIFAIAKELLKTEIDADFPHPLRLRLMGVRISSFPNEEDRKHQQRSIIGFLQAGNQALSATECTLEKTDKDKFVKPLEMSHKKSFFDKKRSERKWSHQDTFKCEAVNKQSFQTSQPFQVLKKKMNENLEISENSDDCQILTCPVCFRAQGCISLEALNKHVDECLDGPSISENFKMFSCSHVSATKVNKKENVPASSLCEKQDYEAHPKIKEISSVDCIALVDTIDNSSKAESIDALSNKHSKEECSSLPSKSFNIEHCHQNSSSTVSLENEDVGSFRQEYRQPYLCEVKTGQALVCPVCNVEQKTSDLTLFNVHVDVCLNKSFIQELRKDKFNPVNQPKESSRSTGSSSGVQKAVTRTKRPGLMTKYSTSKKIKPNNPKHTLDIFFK
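10 nM Pol kappa was preincubated with compounds for 15 min at room temperature. Reaction started with 50 nM (final) substrate. Fluorescence read kinetically at 0 and 10 min.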
Pol iota inh = DNA polymerase iota (human) inhibition; Q9UNA4; Pol iota fluorescent replication assay, 10 min; Potency, µM (series often up to 115 µM), without a hit: at the top dose activity, negative = inhibition, most hits filed as inhibitors; actives 1% (n = 390,000); AID 588590
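Pol iota at 10 nM preincubated 15 min with compounds at room temperature; reaction started with fluorescent substrate, 50 nM final. Fluorescence read kinetically at 0 and 10 min; buffer-only wells as negative control.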
Starred values were filed as active, the others as inactive; ? = inconclusive; ! = a repeat was not active; [ ] = another dose, or the depositor's remark. Calls come from the whole dose curve; as a rule, active = well fitted inhibition curve with a large enough effect; inconclusive = small, poorly fitted or top-dose-only effect, or another doubt; inactive = no such curve, though single readings can be large or run the other way. Potency is the fitted concentration of half-maximal effect.

SMILES	POLK inh	Pol iota inh
COC(=O)[C@H](Cc1ccccc1)N(Cc1ccc(C)cc1)S(C)(=O)=O	-11.1%	2.9%
O=[N+]([O-])c1ccccc1S(=O)(=O)N1CCN(c2nc(-c3cccs3)nc3ccccc23)CC1	-10.8%	-6.8%
c1cc2c3c(c1)CCCN3CCC2	11.9%	19.3%
Cn1c(=S)[nH]c2cc(C(=O)N3CCN(Cc4cccs4)CC3)ccc2c1=O	15.3%	9.0%
O=C(COc1ccccc1C(=O)Nc1ccccc1)Nc1ccccc1F	-8.8%	?
COc1ccc(N2C(=O)c3ccccc3NC2c2ccc(OC)c(COc3ccc(NC(C)=O)cc3)c2)cc1 (centres undefined)	-4.7%	-15.3%
CC(Oc1ccccc1)C(=O)N[C@@H]1C(=O)N2[C@@H]1SC(C)(C)[C@@H]2C(=O)OCc1ccccc1 (some centres undefined)	-0.8%	4.6%
CN(C)c1ccc(C=C2C(=O)c3ccccc3C2=O)cc1	-7.5%	30.3%[activator]
O=C(O)c1c2c(nc3ccccc13)CCCC2	-8.5%	-3.5%
O=C(CCBr)Nc1cccc2cccnc12	-11.8%	23.5%
CCN(CC)c1ccc(/C=C/c2c(C)cnc3ccccc23)cc1	-14.9%	5.9%
Clc1cccc[n+]1CCc1ccccc1	10.6%	-9.8%
CCCN1CNc2c(c(=O)[nH]c(=S)n2CCc2ccccc2C)C1	-0.3%	32.4%[activator]
O=C(CCCl)Nc1cccc2cccnc12	-0.8%	?
CCNC(=O)c1ccc2nc(-c3ccccc3)c(-c3ccccc3)nc2c1	-12.6%	2.2%
Cc1ccc(NC(=O)c2nc(S(=O)(=O)Cc3ccccc3F)ncc2Cl)cc1C	-14.7%	?
C1=C/C(=C2/C=Cc3ccccc32)c2ccccc2N1	-6.5%	-4.5%
COc1ccc(/C=C/c2cc[n+](C)c3ccccc23)cc1OC	?	?
CN(C)c1ccc(/C=C/c2cc(=O)[nH]c3ccccc23)cc1	-13.1%	34.2%[activator]
COc1cc(N(C)C)ccc1/C=C/c1ccnc2ccccc12	-26.2%	-16.8%
CN(C)c1ccc(/C=C/c2ccc3cc(F)ccc3n2)cc1	9.3%	3.5%
Cc1cccc(OCC(=O)Nc2cc(C)c(O)c(-c3nc4ccccc4o3)c2)c1	-4.6%	24.7%
Cc1cc[n+](CC#N)cc1	-29.9%	44.7%[activator]
NS(=O)(=O)c1ccc(NC(=O)c2nc(S(=O)(=O)Cc3ccccc3F)ncc2Cl)cc1	-1.2%	75.6%[activator]
CN(CC(=O)O)c1ccc(/C=C2\C=Cc3ccccc32)cc1	56.2µM*!	50.2%[activator]
(continued)
SMILES	POLK inh	Pol iota inh
OC1C(Br)=Cc2ccccc21 (centres undefined)	-4.1%	5.4%
CN(C)c1ccc(/C=C/c2ccc3cc(N)ccc3n2)cc1	-15.4%	?
O=C(Nc1ccc(Br)cc1F)c1cnn2c1NC(=C1CC1)C=C2C(F)F	31.6µM*	?
OC(CBr)CN1CCCCC1 (centres undefined)	8.8%	21.6%
O=C(NCCc1nc2ccccc2n1CCCOc1ccc2ccccc2c1)C1CCCCC1	-13.5%	-24.1%
O=C(CNC(=O)c1ccccc1)OCC(=O)c1ccc2ccccc2c1	-1.0%	5.5%
O=C(NCCc1nc2ccccc2n1CCCOc1ccccc1Cl)C1CCCCC1	2.4%	34.3%[activator]
CC(C(=O)c1ccccc1)[n+]1ccc(Cl)c2ccc(Cl)cc21 (centres undefined)	2.0%	-3.6%
Clc1ccc(/C=C/c2ccnc3ccccc23)cc1	-2.0%	33.0%[activator]
O=C(NNc1c(Cl)cccc1Cl)c1sc2ccccc2c1Cl	-13.5%	22.4%
Nc1cc(C(F)(F)F)ccc1S(=O)(=O)Nc1cccc2c1NCCC2	17.3%	17.5%
C/C=C(\C)NNC(=O)Cc1ccc(OC)cc1	-16.9%	42.2%[activator]
Cc1cc(/C=C2\C=Cc3ccccc32)cc(C)c1N	-10.2%	39.1%[activator]
N#Cc1nc(N)nc(N2CCCCC2)n1	-10.2%	8.2%
Cc1ccc2c(c1)CCC2=O	-56.1%	?
C(=C\c1c[nH]c2ccccc12)/c1ccnc2ccccc12	-0.9%	11.0%
CN(Cc1ccccc1)c1ccc(/C=C/c2nc3ccccc3s2)cc1	25.1µM*	89.1µM*
Clc1nc(NCc2ccco2)c2ccccc2n1	0.0%	-95.3%
Cc1c([N+](=O)[O-])cnc2ccccc12	-4.3%	37.0%[activator]
CCOC(=O)c1cc(OCc2csc(-c3ccccc3)n2)cc(C(=O)OCC)c1	-14.4%	-9.2%
COc1cc2c(NC3CCN(C)CC3)nc(N3CCCCC3)nc2cc1OCCCN(C)C	?	39.8µM*
CSc1ccc(/C=C2\C=C(C(O)c3ccc(SC)cc3)c3ccccc32)cc1 (centres undefined)	-7.1%	2.7%
CN(C)c1ccc(/C=C2\C=Cc3ccccc32)cc1Br	-15.2%	?
N#Cc1ccc(C(=O)N(Cc2ccco2)Cc2cccs2)cc1	-8.4%	28.3%
O=C(CNC(=O)C(c1ccccc1)c1ccccc1)OCC(=O)c1cccc2ccccc12	9.6%	18.1%
New compounds follow
SMILES	POLK inh	Pol iota inh
CCCCN(CCCC)c1ccc(/C=C2\C=Cc3ccccc32)cc1	-19.0%	25.8%
CCOC(=O)c1ccccc1OCc1cc(C2Nc3ccccc3C(=O)N2c2cccc3ccccc23)ccc1OC (centres undefined)	-23.5%	14.1%
COc1ccc(N=c2nc(-c3ccc(C)cc3)n(-c3ccccc3)s2)cc1	5.1%	1.6%
CCCS(=O)(=O)c1ncc(Cl)c(C(=O)Nc2sc3c(c2C(=O)NCC)CCCC3)n1	1.0%	9.6%
S=C(NCCCCN(Cc1ccc(Cl)cc1)c1ccc(Br)cn1)NCCCc1cnc[nH]1	0.6%	?
O=C(Nc1ccncc1)C1C(=O)c2ccccc2N(Cc2ccccc2)C1=O (centres undefined)	-2.8%	?
COc1ccc(CN(Cc2ccccc2)C(=O)c2ccc(O)cc2)cc1COc1ccc(NC(C)=O)cc1	-28.0%	?
COC(=O)C1N2C(=O)N(C)[C@H](C(=O)OC)[C@H]2SC1(C)C (some centres undefined)	-6.3%	20.5%
CCCN1CNc2c(c(=O)[nH]c(=S)n2Cc2ccc(OC)c(OC)c2)C1	-12.2%	?
C[n+]1ccnc2ccccc21	1.8%	-14.2%
COc1ccc(C2Nc3ccccc3C(=O)N2Cc2ccccc2)cc1COc1ccccc1F (centres undefined)	2.2%	31.6%[activator]
Cc1ccccc1OCC(=O)NCC(=O)OCC(=O)c1ccc(F)cc1	-13.9%	9.6%
CCCCCCCCN1[C@@H](CC(=O)O)c2ccc(/C=C/C(=O)O)cc2S1(=O)=O	?	-7.4%
CCCCCCC[n+]1c(/C=C/c2ccc(N(C)C)cc2)sc2ccccc21	39.8µM*	79.4µM*
COC(=O)/C=C/c1cc(F)ccc1S(=O)(=O)Nc1ccccc1	-32.4%	27.0%
O=C(Cc1ccc(Oc2ccccc2)cc1)NO	-18.3%	38.2%[activator]
CCn1c2ccccc2c2cc(/C=C3\C=Cc4ccccc43)ccc21	0.8%	25.6%
O=[N+]([O-])c1cccc(/C=C/c2ccccc2)c1	0.8%	21.8%
CC1(C)S[C@@H]2[C@H](NC(=O)COc3ccccc3)C(=O)N2[C@@H]1C(=O)OCc1cccc2cccnc12	0.0%	12.1%
CC(C)(C)c1ccc(C(=O)C[N+]2(C)CCCc3ccccc32)cc1 (centres undefined)	?	79.4µM*
CC(=O)Oc1ccc2cc(-c3nc4c(s3)CCc3ccccc3-4)c(=O)oc2c1	-3.6%	50.8%[activator]
O=C(C[n+]1csc2ccccc21)c1ccc(I)cc1	-6.2%	-5.8%
CCCN1CNc2c(c(=O)[nH]c(=S)n2CCc2c(C)cccc2C)C1	8.9%	-1.1%
Brc1cccc[n+]1CCC[n+]1ccccc1Br	-19.0%	?
Cc1cc(OCC(=O)Nc2cccc(-c3nc4ccccc4o3)c2C)cc(C)c1Cl	-2.1%	1.8%
(listing goes on)
SMILES	POLK inh	Pol iota inh
Cc1cc(C)cc(S(=O)(=O)N2CCN(c3nc(-c4cccs4)nc4ccccc34)CC2)c1	-18.0%	-8.3%
CC[N+]1(CC(=O)c2ccc(Cl)cc2)CCCCC1	-20.4%	28.4%
O=S1(=O)CCO[C@H]2CCCC[C@@H]2N1Cc1ccccc1Br	-9.4%	9.0%
NC(=O)Nc1ccc(/C=C2\C=Cc3ccccc32)cc1	-10.5%	4.6%
Cc1ccc2c(c1)C/C(=C/c1ccc(N(C)C)cc1)C2=O	-9.8%	-9.1%
CC(C)(C)c1ccc(S(=O)(=O)N2CCN(c3nc(-c4ccccc4)nc4ccccc34)CC2)cc1	3.2%	2.1%
O=C(Nc1nccs1)[C@@H]1CC=C[C@@H]2CCN(Cc3ccc(Cl)c(Cl)c3)C(=O)[C@@H]21	-9.2%	9.1%
NCc1cn(Cc2ccccc2)nc1-c1ccccc1	-17.3%	17.8%
CC(=O)Nc1ccc(/C=C/c2ccncc2)cc1	0.6%	13.4%
CN(C)c1ccc(/C=C/c2c(Cl)cnc3ccccc23)cc1	1.4%	2.5%
COc1ccc(/C=C/c2ccccn2)cc1OC	-24.3%	?
CC(C)(C)OC(=O)N(Cc1ccco1)S(=O)(=O)c1ccccc1Br	-16.3%	4.1%
CCN(Cc1ccccc1)c1ccc(/C=C/c2ccnc3ccccc23)cc1	-11.5%	12.5%
CCC(c1nnnn1Cc1ccccc1)N(Cc1ccccc1)Cc1cc2cc(C)ccc2[nH]c1=O (centres undefined)	-17.3%	20.2%
CCOc1n[nH]c(-c2ccccc2)n1	7.6%	23.0%
C[N+]1(CC(=O)c2cccs2)CCOCC1	-7.8%	14.8%
O=[N+]([O-])c1ccc2c(c1)C=C/C2=C\c1ccc(C=S)cc1	-10.3%	-0.2%
CN(N=O)c1ccc(C=C2c3ccccc3-c3ccccc32)cc1	-8.6%	-8.6%
c1ccc2c(N=NN3CCCCC3)ccnc2c1	-22.6%	26.7%
O=C1[C@H](Cc2ccccc2)NC/C=C\C[C@@H](c2ccc(Cl)cc2)N1Cc1ccccc1	-0.7%	-4.9%
Cn1nc(-c2cccnc2)nc2c(=O)n(C)c(=O)nc1-2	-7.0%	-85.1%
COc1ccc2c(c1)C/C(=C\c1ccc(N(C)C)cc1)C2=O	-2.5%	3.7%
CC(C)(C)NC(=O)COC(=O)CNC(=O)C1CCCCC1	-9.0%	-0.7%
O=C1[C@H](Cc2ccccc2)NC/C=C\C[C@H](c2ccc(Cl)cc2)N1Cc1ccc(Cl)cc1	-22.2%	6.6%
CCCCCCCCCC[n+]1cccc2cc(Br)ccc21	-36.3%	-5.7%
(list continues)
SMILES	POLK inh	Pol iota inh
O=C1NCc2c1c1c3ccccc3[nH]c1c1[nH]c3ccccc3c21	-22.4%	12.4%
CN1CCN(c2ccnc(N(C)CCCCCCN)n2)CC1	-14.2%	1.4%
CC(=O)Nc1ccc(/C=C/C(=O)c2ccc(-n3nncc3-c3ccccc3)cc2)cc1	-17.1%	?
CCCNC(=O)CNC(=O)c1ccccc1OCC(=O)Nc1ccc(Br)cc1	-30.3%	39.3%[activator]
Clc1cccc[n+]1CCCC[n+]1ccccc1Cl	-19.6%	3.9%
CC1CCN2c3ccccc3CC3(C(=O)OC(C)(C)OC3=O)C2C1 (centres undefined)	0.0%	?
CN(C)c1ccc(/C=C/c2ccnc3ccc(O)cc23)cc1	-6.0%	?
CCOc1cccc(C2C=C(c3ccc4c(c3)OCO4)NC(c3ccc(F)cc3)N2)c1O (centres undefined)	-3.6%	-30.2%
O=C(Cc1ccc(OCC2CCCCC2)cc1)NO	-1.0%	-8.1%

A different layout for part of the listing above:
Every second line gives: POLK inh | Pol iota inh
CCC(c1nnnn1Cc1ccccc1)N(Cc1ccccc1)Cc1cc2cc(C)ccc2[nH]c1=O (centres undefined)
  -17.3% | 20.2%
CCOc1n[nH]c(-c2ccccc2)n1
  7.6% | 23.0%
C[N+]1(CC(=O)c2cccs2)CCOCC1
  -7.8% | 14.8%
O=[N+]([O-])c1ccc2c(c1)C=C/C2=C\c1ccc(C=S)cc1
  -10.3% | -0.2%
CN(N=O)c1ccc(C=C2c3ccccc3-c3ccccc32)cc1
  -8.6% | -8.6%
c1ccc2c(N=NN3CCCCC3)ccnc2c1
  -22.6% | 26.7%
O=C1[C@H](Cc2ccccc2)NC/C=C\C[C@@H](c2ccc(Cl)cc2)N1Cc1ccccc1
  -0.7% | -4.9%
Cn1nc(-c2cccnc2)nc2c(=O)n(C)c(=O)nc1-2
  -7.0% | -85.1%
COc1ccc2c(c1)C/C(=C\c1ccc(N(C)C)cc1)C2=O
  -2.5% | 3.7%
CC(C)(C)NC(=O)COC(=O)CNC(=O)C1CCCCC1
  -9.0% | -0.7%
O=C1[C@H](Cc2ccccc2)NC/C=C\C[C@H](c2ccc(Cl)cc2)N1Cc1ccc(Cl)cc1
  -22.2% | 6.6%
CCCCCCCCCC[n+]1cccc2cc(Br)ccc21
  -36.3% | -5.7%
O=C1NCc2c1c1c3ccccc3[nH]c1c1[nH]c3ccccc3c21
  -22.4% | 12.4%
CN1CCN(c2ccnc(N(C)CCCCCCN)n2)CC1
  -14.2% | 1.4%
CC(=O)Nc1ccc(/C=C/C(=O)c2ccc(-n3nncc3-c3ccccc3)cc2)cc1
  -17.1% | ?
CCCNC(=O)CNC(=O)c1ccccc1OCC(=O)Nc1ccc(Br)cc1
  -30.3% | 39.3%[activator]
Clc1cccc[n+]1CCCC[n+]1ccccc1Cl
  -19.6% | 3.9%
CC1CCN2c3ccccc3CC3(C(=O)OC(C)(C)OC3=O)C2C1 (centres undefined)
  0.0% | ?
CN(C)c1ccc(/C=C/c2ccnc3ccc(O)cc23)cc1
  -6.0% | ?

The list is partial. The share of hits here may be higher or lower than overall.
